CHO-K1 Ca antag = counter-screen for M1 antagonists: effect in parental CHO-K1 cells. ATP-induced calcium, Fluo-8 fluorescence. inhibition, % at 3 µM. hit rate 0.6% among 360,000. AID 602250;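 active = inhibition above a per-plate cutoff, the plate's mean sample inhibition plus 3 SD, cut at about 24% in these data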;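 note: 0% = DMSO plus EC80 ATP and 100% = DMSO alone without ATP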
CHO parental Ca = counter-screen: ATP calcium response change in parental CHO cells; parental CHO-K1, ATP-induced calcium, Fluo-8 fluorescence; inhibition, % at 5.6 µM; hit rate 0.63% among 330,000; AID 463079;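 active = inhibition above that plate's mean sample inhibition plus 3 SD, cut at about 26% in these data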;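 note: 0% = ATP-challenged DMSO wells and 100% = DMSO wells without ATP; some compounds past the cut are filed as inactive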
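Assay system: untransfected parental CHO cell line. Also added: ATP agonist challenge. Dosing: one dose, 5.6 µM nominal. Measured by: Fluo-8 fluorescence. Read-out: % inhibition. Benchmarks: ATP wells versus no-ATP DMSO wells. Repeats: no replicates.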
CHRM1 agonist = activates human CHRM1 receptor; CHO-K1 hM1, Fluo-8 calcium fluorescence, agonist mode; 0% DMSO, 100% acetylcholine EC100; P11229; activation, % at 3 µM; hit rate 0.33% among 360,000;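 active = activation above the run's mean compound activation plus 3 SD, cut at about 16% in these data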;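 note: peak over basal fluorescence ratio within a 140 s kinetic read after compound addition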
Target sequence (P11229 whole entry, looked up): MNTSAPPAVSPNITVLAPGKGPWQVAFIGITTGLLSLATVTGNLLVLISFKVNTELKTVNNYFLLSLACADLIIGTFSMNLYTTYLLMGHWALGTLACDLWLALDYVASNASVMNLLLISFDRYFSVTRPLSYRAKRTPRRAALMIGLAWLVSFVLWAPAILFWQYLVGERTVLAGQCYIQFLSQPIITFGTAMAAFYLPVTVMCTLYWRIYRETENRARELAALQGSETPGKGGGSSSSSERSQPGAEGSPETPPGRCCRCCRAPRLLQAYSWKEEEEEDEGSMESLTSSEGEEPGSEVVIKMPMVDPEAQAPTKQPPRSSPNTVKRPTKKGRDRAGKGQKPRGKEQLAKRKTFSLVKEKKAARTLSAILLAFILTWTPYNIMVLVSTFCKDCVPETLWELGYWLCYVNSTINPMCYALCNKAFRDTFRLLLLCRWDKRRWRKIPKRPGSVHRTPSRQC
M1 PAM parental = M1 PAM counterscreen hit in parental CHO-K1 cells; hit rate 0.02% among 360,000; AID 602247; activation, % at 3 µM; ATP EC20, Fluo-8 calcium fluorescence; 0% at ATP EC20, 100% at ATP max;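 active = activation above the run cutoff, the mean activation of all test compounds plus 3 SD, cut at about 40% in these data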;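 note: peak over basal fluorescence ratio in a 140 s read after ATP addition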
OXTR potentiator = potentiates the human oxytocin receptor response; hit rate 0.061% among 320,000; CHO-OTR cells, Fluo-8 calcium fluorescence, potentiator mode; 0% = oxytocin EC15, 100% = EC100; AID 2445; activation, % at 3 µM; P30559;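 active = activation above that plate's cutoff, the mean activation of tested compounds plus 3 SD, cut at about 6.6% in these data, passing the limit was not always enough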;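 note: 100% uses oxytocin at 75 nM as the full agonist control; some results filed as inactive read as strong as hits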
Target sequence (P30559 whole entry, looked up): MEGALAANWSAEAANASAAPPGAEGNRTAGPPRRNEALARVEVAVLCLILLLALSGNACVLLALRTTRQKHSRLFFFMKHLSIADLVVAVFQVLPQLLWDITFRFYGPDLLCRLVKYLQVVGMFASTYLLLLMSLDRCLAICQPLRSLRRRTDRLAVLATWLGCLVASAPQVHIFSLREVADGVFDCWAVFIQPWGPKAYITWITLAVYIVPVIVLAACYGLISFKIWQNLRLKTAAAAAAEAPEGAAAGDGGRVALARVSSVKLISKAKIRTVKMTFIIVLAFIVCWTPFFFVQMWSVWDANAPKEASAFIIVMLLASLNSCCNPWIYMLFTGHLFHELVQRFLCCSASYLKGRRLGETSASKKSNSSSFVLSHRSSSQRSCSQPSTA
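System: human OTR in CHO cells; Also added: sub-maximal oxytocin, roughly EC15; Timing: compound 6 min at room temperature before oxytocin, 100 s read; Technique: Fluo-8 intracellular calcium fluorescence, ex 470-495, em 515-575 nm; Controls: oxytocin EC15 low and EC100 high; Replication: singlicate.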
M1 ag parental = nonselective activator or artifact in parental CHO-K1 cells; Fluo-8 calcium fluorescence; scaled to maximal ATP response, vehicle zero; activation, % at 3 µM; hit rate 0.48% among 360,000; AID 602248; in the data active = activation above about 15%;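 note: untransfected CHO-K1 host cells lacking M1 receptor as counterscreen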
TAAR1 antagonist = human TAAR1 antagonism; Q96RJ0; CHO RD-HGA16 TAAR1, Fluo-8 calcium fluorescence, antagonist; inhibition, % at 3 µM; hit rate 1.5% among 360,000; AID 624466;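 active = inhibition above a per-plate cutoff, the mean inhibition of test compounds on that plate plus 3 SD, cut at about 49% in these data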;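 note: 0% = DMSO plus EC80 beta-PEA response and 100% = DMSO alone without agonist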
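Assay system: CHO-derived RD-HGA16 cells stably expressing human TAAR1 plus Gα16. Timing: 140 s kinetic read after compound, 140 s after agonist. Technique: kinetic Fluo-8 calcium fluorescence measurement. Measure: % inhibition of agonist calcium response.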
TAAR1 agonist = human TAAR1 agonism | CHO RD-HGA16 TAAR1, Fluo-8 calcium fluorescence; vehicle wells 0%, saturating PEA agonist 100% | activation, % at 3 µM | hit rate 0.99% among 360,000 | AID 624467;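 active = activation above the mean activation of all test compounds in the run plus 3 SD, cut at about 38% in these data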
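test system = CHO RD-HGA16 cells carrying human TAAR1 plus Gα16 | schedule = 17-24 h seeding, 75 min 37 °C dye, 30 min RT | compound dosing = 3 µM single concentration | control set = DMSO and PEA EC100 | replicates = n 1 | signal = Fluo-8 fluorescence, 5 s baseline then 140 s kinetic read | measure = percent activation vs PEA EC100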
CHRM1 antagonist = antagonists of human M1 muscarinic receptor; P11229; AID 588852; inhibition, % at 3 µM; CHO-K1 hM1, Fluo-8 calcium fluorescence, ACh EC80 antagonist; hit rate 1.3% among 360,000;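 active = percent inhibition above its own plate's cutoff, namely the mean of that plate's compound wells plus 3 SD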;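 note: peak over basal fluorescence ratio during 140 s after agonist addition; 0% = ACh EC80 plus DMSO and 100% = DMSO alone without agonist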
Active calls of the source: *; . = no result given.

SMILES	CHO-K1 Ca antag	CHO parental Ca	CHRM1 agonist	M1 PAM parental	OXTR potentiator	M1 ag parental	TAAR1 antagonist	TAAR1 agonist	CHRM1 antagonist
C=CCn1c(SCc2c(C)noc2C)nc2sc3c(c2c1=O)CCC(C)C3 (stereo not drawn)	-1	-23	-1	10	-6	0.1	-26	7	-37
Cc1nc(SCC(=O)Nc2cccc(C(=O)O)c2)n[nH]1	-6	-4	-2	-10	-7	0.1	2	0	2
Cc1oc2ccc(O)c(CN(C)C)c2c1C(=O)c1ccccc1	-6	-20	-15	18	-21	0.3	2	-1	-6
CC(/C=C1\SC(=S)N(NC(=O)c2ccc(O)cc2)C1=O)=C\c1ccccc1	-2	-20	-4	21	1	2.2	-12	3	-2
CCCS(=O)(=O)N1CCCC(C(=O)NCCN2CCC(Cc3ccccc3)CC2)C1 (stereo not drawn)	-3	-2	-6	11	1	-0.2	-22	2	3
CCOc1ccc(CCNC(=O)c2cccc(S(=O)(=O)N3CCCC3)c2)cc1OCC	5	-23	-7	5	-2	1.8	-35	-1	-13
COc1ccccc1-c1sc2ccccc2c1-c1ccc(Br)nc1	-22	-53	-2	25	-3	0.3	7	0	-13
CCC1=NN2C(=N)/C(=C\c3ccc(OCCOc4ccc(NC(C)=O)cc4)c(OC)c3)C(=O)N=C2S1	-15	-6	-4	6	-13	1.5	-2	-1	-10
CC(=O)Nc1cc(-c2ccc(N3CCN(C)CC3)cc2)cn2c(-c3ccc(F)cc3)cnc12	-12	.	-8	5	.	0.9	-10	2	-18
COc1cc(=O)oc(CCC(C)O)c1C (stereo not drawn)	-2	-2	-4	13	.	0.3	12	0	-4

2 records picked at random from the list so far:
SMILES	CHO-K1 Ca antag	CHO parental Ca	CHRM1 agonist	M1 PAM parental	OXTR potentiator	M1 ag parental	TAAR1 antagonist	TAAR1 agonist	CHRM1 antagonist
CCCS(=O)(=O)N1CCCC(C(=O)NCCN2CCC(Cc3ccccc3)CC2)C1 (stereo not drawn)	-3	-2	-6	11	1	-0.2	-22	2	3
CC(/C=C1\SC(=S)N(NC(=O)c2ccc(O)cc2)C1=O)=C\c1ccccc1	-2	-20	-4	21	1	2.2	-12	3	-2

Following part.
SMILES	CHO-K1 Ca antag	CHO parental Ca	CHRM1 agonist	M1 PAM parental	OXTR potentiator	M1 ag parental	TAAR1 antagonist	TAAR1 agonist	CHRM1 antagonist
COCCn1c(SCC(N)=O)nc2c(c1=O)SC(C)C2 (stereo not drawn)	-3	-12	-2	13	-4	0.1	-14	1	2
O=C(Nc1ccccc1)c1cc(-n2cnnc2)ccc1Cl	-25	-5	-5	-1	0	-0.1	4	3	-4
CCOC(=O)C(=COC(=O)c1ccccc1)NC(=O)Cc1ccccc1	0	.	-1	10	.	-0.2	8	1	-2
CCOc1c(Cl)cc(CNC(C)(C)CC(C)(C)C)cc1OC	3	-13	-9	6	-9	0.5	-10	24	-7
CC(SC1=Nc2ccccc2C2CC=NN12)C(=O)NC1(C#N)CCCCC1 (stereo not drawn)	-10	-21	-3	9	-11	-0.4	-6	1	-14
O=S(=O)(NC1CCc2ccccc21)c1ccccc1 (stereo not drawn)	15	.	-6	-13	.	-0.3	-12	0	1
Cc1cc(OCc2cc(C(=O)NC3CCC3)no2)cc(C)c1Cl	-17	0	-3	27	-11	4.6	.	.	6
Brc1ccc(-c2nn[nH]n2)cc1	-17	-2	-2	16	1	0.7	-21	2	-31
Cc1cccc(NC(=O)c2ccoc2C)n1	-4	-8	-3	6	1	-0.1	-3	18	-10
CCCN(CCC)S(=O)(=O)c1ccc(C(=O)Nc2cc3oc4ccccc4c3cc2OC)cc1	8	-4	-5	-10	-2	0.4	-9	1	14
COc1ccc(-c2ccc(/C=C3/C(=N)N4C(C)=CSC4=NC3=O)o2)c([N+](=O)[O-])c1	-3	-10	-6	15	-3	5.2	41	11	12
CC(=O)C1CCC2C3C=CC4=CC(=O)CCC4(C)C3CCC12C (stereo not drawn)	-6	.	-5	15	.	1.2	10	1	-14
CC(=O)c1ccc(-n2cc(C#N)c(=O)[nH]c2=O)cc1	-10	21	-4	3	-9	1.0	-11	7	2
COC(=O)c1ccc(N2CCOCC2)c(F)c1	-16	3	-1	20	-6	0.5	-4	6	-37
CCCCCCC(=O)N(O)C1CC(=O)N(Cc2ccccc2)C1=O (stereo not drawn)	11	-6	-3	14	-4	0.0	4	5	2
O=C(CCl)N(C/C=C/c1ccccc1)c1ccc2c(c1)OCCO2	-2	-10	-2	-3	-22	0.4	4	-3	-2
O=C(Nc1ccc(F)c(Cl)c1)Nc1nnc([C@@H]2O[C@H](CO)[C@@H](O)[C@H]2O)s1	-9	.	-3	12	.	0.1	0	19	-9
Cc1cc(C)nc(-n2ncc3c2CC(c2cccc(Cl)c2)CC3=O)n1 (stereo not drawn)	-9	-24	-1	19	-3	3.0	-40	2	3
CC(C)C[C@@H](CNCC(=O)[C@H](C)NC(=O)c1[nH]cnc1C(=O)N[C@@H](C)CN)NC(=O)c1nc[nH]c1C(=O)N[C@@H](CO)C(=O)O	1	.	-1	7	.	1.3	-14	2	3
NS(=O)(=O)c1ccc(CNC(=S)Nc2cc(S(=O)(=O)N3CCOCC3)ccc2Cl)cc1	-14	.	-6	-7	.	0.3	4	8	-10

Part of the list above in order of SMILES length, smallest number first:
SMILES	CHO-K1 Ca antag	CHO parental Ca	CHRM1 agonist	M1 PAM parental	OXTR potentiator	M1 ag parental	TAAR1 antagonist	TAAR1 agonist	CHRM1 antagonist
COC(=O)c1ccc(N2CCOCC2)c(F)c1	-16	3	-1	20	-6	0.5	-4	6	-37
CC(=O)c1ccc(-n2cc(C#N)c(=O)[nH]c2=O)cc1	-10	21	-4	3	-9	1.0	-11	7	2
O=C(CCl)N(C/C=C/c1ccccc1)c1ccc2c(c1)OCCO2	-2	-10	-2	-3	-22	0.4	4	-3	-2
Cc1cc(C)nc(-n2ncc3c2CC(c2cccc(Cl)c2)CC3=O)n1 (stereo not drawn)	-9	-24	-1	19	-3	3.0	-40	2	3
COc1ccc(-c2ccc(/C=C3/C(=N)N4C(C)=CSC4=NC3=O)o2)c([N+](=O)[O-])c1	-3	-10	-6	15	-3	5.2	41	11	12
CC(C)C[C@@H](CNCC(=O)[C@H](C)NC(=O)c1[nH]cnc1C(=O)N[C@@H](C)CN)NC(=O)c1nc[nH]c1C(=O)N[C@@H](CO)C(=O)O	1	.	-1	7	.	1.3	-14	2	3

The listing continues.
SMILES	CHO-K1 Ca antag	CHO parental Ca	CHRM1 agonist	M1 PAM parental	OXTR potentiator	M1 ag parental	TAAR1 antagonist	TAAR1 agonist	CHRM1 antagonist
COc1ccc2c(c1OC)C(=O)OC2Nc1nc(-c2ccc([N+](=O)[O-])cc2)cs1 (stereo not drawn)	-8	1	-3	6	0	-0.1	4	-1	-8
NC(=O)c1cc(-c2ccccc2)nc(N2CCCCCC2)n1	-6	1	3	25	-5	0.9	8	24	-49
CCOc1ccc(-c2nnc(-c3ccncc3)o2)cc1	-7	-10	-3	6	-12	0.5	-9	8	0
COc1ccc(N2Cc3cccc(C(=O)O)c3C2=O)cc1	1	-5	-2	-4	-3	-0.3	.	.	1
COc1ccc2c(c1)C(c1ccc(C)o1)=NNC(c1cccnc1)=N2	-13	-22	-2	10	-6	0.4	-25	1	-10
COc1ccc(OCC(=O)Nc2ccc3c(c2)n(C)c(=O)n3C)cc1	-3	-8	0	-4	-12	1.1	-5	1	-12
COc1ccc(C2CC(=O)C(C=NCCN3CCN(C(=S)Nc4ccccc4)CC3)=C(O)C2)cc1 (stereo not drawn)	-6	-19	-7	-2	-2	1.5	-28	3	0
CCOc1ccc(NC(=O)CSc2nc3ccccc3nc2N2CCCC2)cc1	-2	-4	-3	6	-1	-0.2	-11	-1	-1
Oc1cccc(/C=N/N2CCN(C3c4ccccc4-c4ccccc43)CC2)c1	-4	-21	-2	-5	4	0.3	-47	1	-3
COc1ccc(Nc2oc(-c3ccccc3Cl)nc2C#N)cc1	-14	-5	-4	5	-11	0.4	14	-1	-13
CCOC(=O)c1ccc(NC(=S)NC2CCCC2)cc1	17	3	-7	-12	-8	6.4	-7	10	7
Cc1ccc(-c2nc3ccccc3s2)cc1NC(=S)NC(=O)c1cccc2ccccc12	-10	0	-4	6	-8	0.0	-4	2	3
CCC/C=C/c1ccc(CN2C(C)C(=O)N(Cc3cn(Cc4ccco4)nn3)CCS2(=O)=O)cc1 (stereo not drawn)	-19	.	-3	22	.	0.5	-9	0	-23
Cc1ccc[n+](C(C)C(=O)Nc2ccc(C)c(C)c2)c1 (stereo not drawn)	-3	10	-9	9	0	1.2	1	0	4
COc1ccccc1N(C)S(=O)(=O)c1ccc(C(=O)Nc2ccc(C)cc2C)cc1	-10	.	-2	6	.	3.9	32	4	-6
Cc1cc(C(F)(F)F)n2nc(C)c(-c3ccc(Cl)cc3)c2n1	-6	-9	-5	19	3	-0.6	11	-2	13
O=c1cc(Cc2ccccc2)[nH]c(=S)[nH]1	-4	6	-2	13	-6	0.2	1	2	-5
O=C(OCc1nc2ccccc2[n+]([O-])c1C(=O)c1ccccc1)c1cccnc1	-9	-15	-3	11	-4	1.7	-24	2	-11
CC(=O)Oc1ccc(C(C)=O)c2c1OCCO2	-17	8	4	14	-4	0.2	-5	11	-36
c1csc(C2Nc3ccccc3-c3nc4ccccc4n32)c1 (stereo not drawn)	-2	-7	0	11	-3	2.2	17	0	5
CSc1ncccc1C(=O)N1CCC(C)(C(=O)O)C1 (stereo not drawn)	5	.	-3	8	.	0.5	-7	3	-8
CCCCc1nnc(NC(=O)CCN2C(=O)C3CC=CCC3C2=O)s1 (stereo not drawn)	-20	-5	-4	9	-4	0.3	-17	1	-12
CNC(C)C(=O)NC(C(=O)NC(C)C(=O)NNc1ccccc1)C(C)C (stereo not drawn)	1	.	-2	9	.	-0.1	-7	0	-7
CCC1(C)COC2(OC1)C(=O)Nc1ccccc12 (stereo not drawn)	-4	-14	-2	15	1	0.4	-5	7	-9
